Screening results as filed in PubChem.
PglD DTNB = PglD (C. jejuni) enzyme inhibition; purified PglD enzyme, DTNB colorimetric CoA detection; hit rate 0.098% among 360,000; inhibition, % at 12.5 µM; AID 602405; in the data active = inhibition above about 16%, passing the limit was not always enough; note: strong numbers were not always called active
Cneo AK release = Cryptococcus neoformans lysis via adenylate kinase release; C. neoformans lysis, adenylate kinase release luminescence, 4 h; normalised: neutral wells 0, clomiphene wells 100; lysis activity, % at 15 µM; hit rate 0.2% among 360,000; AID 651654;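 active = mean lysis activity across replicates of at least 80%, whatever share of replicates individually reach that level; inactive = mean lysis activity below 80%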
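Assay system: Cryptococcus neoformans yeast cells / Dosing: single-point compound dose / Timing: 4 h at 37 °C static, read 1 h later / Measured by: luminescence of released adenylate kinase using an AK detection reagent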
miR-122 sensor = blocks miR-122 activity in Huh7 sensor cells; Huh7 miR-122 Renilla luciferase sensor, 48 h; neutral wells = 0, positive control = 100; hit rate 0.3% among 340,000; AID 602342; activation (reporter increase), % at 12.5 µM;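 active = mean replicate activation score at least 90 and every replicate individually at or above 90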;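 note: higher luciferase means less miR-122 activity so hits act as miR-122 inhibitors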
RAD52 inh = blocks human RAD52 DNA annealing. recombinant RAD52 DNA annealing, FRET fluorescence. inhibition, % at 18.7 µM. hit rate 0.46% among 360,000;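 active = every replicate showing at least 50% inhibition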
RAD54 branch = RAD54 (human) branch migration inhibition; Q92698; RAD54 Holliday junction branch migration, FAM/BHQ fluorescence; inhibition, % at 10.4 µM; hit rate 0.14% among 360,000;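 active = mean normalized replicate activity at least 40 and at least half of replicates scoring 40 or more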;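 note: 0% = median of neutral control wells and 100% = median of positive control wells; inhibitors cause a drop in the FAM fluorescence signal; in these data hits start at about 50%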
PGC1a acetyl inh = PGC1a acetylation modulation, inhibitor mode. AID 651687. U2OS PGC1a acetylation, AlphaScreen anti-acetyl-lysine; with virally co-expressed GCN5 acetyltransferase. inhibition, % at 15.6 µM. hit rate 0.17% among 350,000;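 active = every replicate shows inhibition of at least 40%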;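 note: 0% = neutral control wells and 100% = positive control wells; some results beyond the cut were filed as inactive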
E-selectin induc = E-selectin induction on HUVECs; activation, % at 7.58 µM; HUVEC E-selectin immunofluorescence imaging; normalized: neutral wells 0, TNF-alpha wells 100; hit rate 0.37% among 260,000; P16581;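 active = mean E-selectin-positive cell signal at least 10% of the positive control, reached in at least 60% of replicates, without over 20% cell loss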;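 note: in these data hits start at about 27%; measured in HUVEC primary endothelial cells; signal is the percent of cells scored E-selectin positive by PE staining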
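Test system: HUVEC | Signal: Immunofluorescence imaging | Read-out: Percent E-selectin-positive cells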
ERAP1 HTS inh = blocks human ERAP1 aminopeptidase activity | hit rate 0.15% among 340,000 | AID 652197 | Q9NZ08 | recombinant ERAP1, Leu-AMC fluorescence, 60 min | inhibition, % at 10.7 µM;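 active = mean replicate inhibition of at least 30%, or all replicates individually reaching that 30% level; inactive = mean below 30% and not every replicate reaching it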;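 note: 0% = neutral control wells and 100% = L-leucinethiol positive control wells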
Target sequence (Q9NZ08 whole entry, looked up): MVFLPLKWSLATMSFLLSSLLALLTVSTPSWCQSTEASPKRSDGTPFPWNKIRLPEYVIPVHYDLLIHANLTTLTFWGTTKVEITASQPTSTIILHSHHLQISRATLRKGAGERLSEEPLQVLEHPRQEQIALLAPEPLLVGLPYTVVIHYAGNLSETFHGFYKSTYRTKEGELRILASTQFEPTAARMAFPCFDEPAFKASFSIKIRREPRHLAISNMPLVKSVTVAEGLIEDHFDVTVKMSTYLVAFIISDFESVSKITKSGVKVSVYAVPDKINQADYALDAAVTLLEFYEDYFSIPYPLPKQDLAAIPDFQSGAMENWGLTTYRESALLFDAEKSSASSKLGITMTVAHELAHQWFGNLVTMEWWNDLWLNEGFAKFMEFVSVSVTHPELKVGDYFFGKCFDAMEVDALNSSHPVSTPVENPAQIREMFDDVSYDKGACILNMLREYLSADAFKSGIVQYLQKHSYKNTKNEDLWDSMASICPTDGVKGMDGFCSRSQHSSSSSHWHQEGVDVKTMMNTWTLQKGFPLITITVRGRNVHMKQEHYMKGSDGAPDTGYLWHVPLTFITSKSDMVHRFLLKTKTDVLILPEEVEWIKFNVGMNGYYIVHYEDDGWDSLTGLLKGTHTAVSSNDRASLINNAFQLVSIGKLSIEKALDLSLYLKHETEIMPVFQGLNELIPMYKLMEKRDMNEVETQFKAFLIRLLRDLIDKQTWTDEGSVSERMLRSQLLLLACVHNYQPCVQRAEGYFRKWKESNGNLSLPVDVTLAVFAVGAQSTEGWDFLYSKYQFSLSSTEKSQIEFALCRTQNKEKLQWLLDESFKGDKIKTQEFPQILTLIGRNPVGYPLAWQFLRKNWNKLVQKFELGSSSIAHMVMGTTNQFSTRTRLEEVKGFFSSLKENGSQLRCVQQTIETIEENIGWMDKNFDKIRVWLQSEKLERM
An asterisk follows results filed as active; · = no result given; [ ] = another dose, or the depositor's remark.

SMILES | PglD DTNB | Cneo AK release | miR-122 sensor | RAD52 inh | RAD54 branch | PGC1a acetyl inh | E-selectin induc | ERAP1 HTS inh
CC(=O)c1cccc(NC(=O)C2C3C=CC(C3)C2C(=O)O)c1 (configuration not stated) | 9.5 | 1.4 | -8.4 | -3.7 | -8.1 | · | 5.5 | -0.6
Cc1ccc(C(=O)c2cc3ccccc3o2)cc1 | 3.2 | 7.5 | -4.1 | · | -8.8 | 11.2 | · | ·
CN(C)C(=O)c1cccc(-c2ccc3c(c2)[C@@H]2[C@@H](CCN2C(=O)Cc2ccccc2)[C@H](CO)N3)c1 | 1.5 | -0.6 | -5.9[16.7 µM] | -2.2 | 1.8 | 3.1 | -0.2 | -1.4
CCN1C(=O)C(CC(=O)Nc2ccc(OC)cc2)N(CCc2ccc(F)cc2)C1=S (configuration not stated) | 1.0 | -1.6 | 2.9 | -6.8 | -0.9 | 1.7 | 0.6 | 8.9
CN1CCN(c2ccccc2NC(=O)c2sc3ccccc3c2Cl)CC1 | · | · | -6.0 | -13.0 | · | -12.0 | 12.0 | 0.0
COc1ccc(S(=O)(=O)Nc2cccc(-c3ccc4nncn4n3)c2)c(OC)c1 | 0.1 | 0.6 | 81.3 | -7.2 | -3.8 | 1.3 | 0.1 | 3.2
CCN(CC)CCCNC(=S)N1CCC(c2nc3ccccc3[nH]2)CC1 | 6.8 | 0.3 | -2.3 | -9.6 | -6.5 | 9.3 | · | 0.0
O=C(c1ccco1)N1CCCN(Cc2nc(-c3ccc4c(c3)OCO4)no2)CC1 | 1.2 | 10.3 | -8.6 | -34.9 | 3.1 | 10.5 | 0.7 | -3.7
O=C(Nc1cccc(Cl)c1)c1nc[nH]c1C(=O)NCCN(CCNC(=O)c1[nH]cnc1C(=O)Nc1cccc(Cl)c1)CCNC(=O)c1[nH]cnc1C(=O)Nc1cccc(Cl)c1 | 2.6 | 0.4 | 3.1 | -10.7 | -7.1 | 11.1 | -0.1 | 0.5
O=c1o[nH]c(-c2ccccc2)c1N=Nc1c(F)cccc1Cl | 1.3 | 1.5 | 9.4 | -15.7 | -5.8 | -3.4 | 0.2 | -0.3

Ordered by length of the SMILES (smallest number first): part of the list above.
SMILES | PglD DTNB | Cneo AK release | miR-122 sensor | RAD52 inh | RAD54 branch | PGC1a acetyl inh | E-selectin induc | ERAP1 HTS inh
O=c1o[nH]c(-c2ccccc2)c1N=Nc1c(F)cccc1Cl | 1.3 | 1.5 | 9.4 | -15.7 | -5.8 | -3.4 | 0.2 | -0.3
CN1CCN(c2ccccc2NC(=O)c2sc3ccccc3c2Cl)CC1 | · | · | -6.0 | -13.0 | · | -12.0 | 12.0 | 0.0
CCN(CC)CCCNC(=S)N1CCC(c2nc3ccccc3[nH]2)CC1 | 6.8 | 0.3 | -2.3 | -9.6 | -6.5 | 9.3 | · | 0.0
O=C(c1ccco1)N1CCCN(Cc2nc(-c3ccc4c(c3)OCO4)no2)CC1 | 1.2 | 10.3 | -8.6 | -34.9 | 3.1 | 10.5 | 0.7 | -3.7
CCN1C(=O)C(CC(=O)Nc2ccc(OC)cc2)N(CCc2ccc(F)cc2)C1=S (configuration not stated) | 1.0 | -1.6 | 2.9 | -6.8 | -0.9 | 1.7 | 0.6 | 8.9

Following part.
SMILES | PglD DTNB | Cneo AK release | miR-122 sensor | RAD52 inh | RAD54 branch | PGC1a acetyl inh | E-selectin induc | ERAP1 HTS inh
Cc1cc(C)c(N2C(=O)CC(Sc3ccccc3N)C2=O)c(C)c1 (configuration not stated) | 6.6 | -2.1 | 8.7 | -5.6 | -8.5 | 6.9 | 0.2 | 2.7
C[C@H]1CN([C@@H](C)CO)C(=O)c2cc(NC(=O)Nc3cccc4ccccc34)ccc2O[C@@H]1CN(C)C(=O)NC1CCCCC1 | 0.5 | 43.9 | -4.8[16.7 µM] | -0.8 | -5.6 | 1.1 | 0.2 | 2.4
O=C(CN(C(=O)CSc1nnc(COc2ccccc2)o1)c1ccc(F)cc1)NC1CCCC1 | 0.2 | 0.5 | -1.0 | · | 4.9 | -13.9 | · | ·
CO[C@@H]1CN(C)C(=O)c2cc(NS(C)(=O)=O)ccc2OC[C@@H](C)N(C(=O)C2CCCCC2)C[C@@H]1C | 0.3 | -0.9 | 0.7[16.7 µM] | -5.6 | 2.7 | · | -0.1 | 6.7
CCOc1ccc(N(CC(=O)NCCc2ccc(Cl)cc2)S(=O)(=O)c2c(C)[nH]c(=O)[nH]c2=O)cc1 | 0.0 | 4.8 | -4.6 | -1.1 | 2.4 | 3.3 | · | -0.3
CCC1=C(OC(=O)N(CC)CC)N2C(=O)OC(=NCC(=O)OC)[C@]2(C)[C@H]2C1=CC[C@H]1C(=O)N(C)C(=O)[C@H]12 | -5.4 | 0.2 | 0.3 | -12.1 | -14.5 | -4.3 | -0.1 | -1.2
Cc1ccccc1-c1nc(CS(=O)CC(=O)NCCN2CCOCC2)c(C)o1 (configuration not stated) | -0.1 | -2.6 | · | -1.8 | -0.4 | · | 0.0 | 1.2
C[C@@H]1CCCCO[C@H](CN(C)S(=O)(=O)c2ccc(Cl)cc2)[C@@H](C)CN([C@@H](C)CO)C(=O)c2cc(NC(=O)Nc3ccccc3)ccc2O1 | 6.4 | -6.3 | -9.4[16.7 µM] | -36.3 | -1.5 | 4.1 | 0.0 | 2.0
COc1ccc(NC(=O)Nc2ccc3c(c2)C(=O)N([C@@H](C)CO)C[C@@H](C)[C@H](CN(C)C(=O)c2ccccc2)OCCCC[C@@H](C)O3)cc1 | -0.3 | 42.9 | -10.9[16.7 µM] | 2.1 | 0.7 | 13.0 | 0.4 | 0.4
CN(Cc1ccc(C(C)(C)C)cc1)C(=O)C1CSC2(C)CCC(=O)N12 (configuration not stated) | 0.1 | 0.9 | · | -2.4 | -0.3 | · | -1.1 | 1.7
N#Cc1ccccc1OCC(=O)Nc1ccc2c(c1)OCCCO2 | -1.9 | -1.6 | -3.5 | -9.8 | 5.7 | · | · | -1.8
CC1CCN(C(=O)CN2C(=O)NC(C)(c3ccc4ccccc4c3)C2=O)CC1 (configuration not stated) | 2.0 | 0.9 | -11.8 | -0.9 | 0.0 | -14.1 | -0.2 | 2.4
Cc1ccn2c(CN3CCOCC3)c(-c3ccccc3)nc2c1 | 0.6 | -7.7 | -7.0 | · | -1.7 | 13.6 | · | ·
COC(=O)CCC(=O)c1oc2ccccc2c1N | -1.2 | -2.5 | -2.2 | · | -6.4 | -7.6 | · | ·
COCCNC(=O)CCc1c(C)nc2c(-c3ccc(F)cc3)c(C)nn2c1C | -0.6 | -1.0 | -1.0 | -5.1 | 0.2 | 7.1 | 0.0 | 8.7
COCCNc1nnc(SCC(=O)NC(=O)c2ccccc2OC)s1 | -3.8 | -1.1 | 3.4 | -24.6 | -3.1 | · | 21.0 | 0.1
O=C1c2ccccc2C(Nc2ccc(F)c(Cl)c2)N1Cc1ccco1 (configuration not stated) | 6.7 | -0.9 | -5.4 | -17.2 | -1.6 | -13.2 | -0.1 | 5.3
C[C@H](CO)N1C[C@H](C)[C@@H](CN(C)C(=O)CCCN(C)C)OCCCC[C@H](C)Oc2ccc(NS(=O)(=O)c3ccccc3)cc2C1=O | -2.9 | -2.2 | 5.9[16.7 µM] | 5.8 | 3.6 | 3.6 | 0.0 | -1.2
COc1ccc(S(=O)(=O)N2CCOC2CNC(=O)C(=O)NCC(C)C)cc1 (configuration not stated) | 0.1 | -2.4 | · | -9.7 | 14.1 | -2.2 | 0.0 | 3.0
O=S(=O)(Nc1ccc2cn[nH]c2c1)c1ccccc1 | -1.9 | 2.4 | -3.2 | -12.7 | -5.7 | -0.5 | · | 2.2
CN(C)c1cccc(C(=O)NCc2ccccc2)c1 | 1.4 | 2.3 | 3.1 | -1.3 | -1.8 | 3.7 | · | -0.4
Cc1cccc(C(=O)Nc2ccc(C(=O)c3ccncc3)cc2)c1 | 4.9 | 8.8 | 1.4 | -1.5 | -0.9 | -2.4 | 2.2 | 1.2
O=C(O)CC(CC(=O)Nc1ccc(F)c(Cl)c1)c1ccc(Cl)cc1Cl (configuration not stated) | -1.3 | 2.8 | -4.0 | 1.6 | -10.2 | -1.5 | · | -4.0
O=C(NC1CC1)c1[nH]c(C(F)(F)F)nc1-c1ccccc1 | 1.6 | 1.2 | 9.1 | -7.8 | 5.0 | 11.4 | 0.0 | -0.7
Cc1ccc(-c2cc(C(F)(F)F)n3nc(C(=O)N4CCN5CCCC5C4)cc3n2)cc1 (configuration not stated) | -1.8 | -0.1 | 7.2 | -31.0 | 8.7 | -6.7 | · | -6.0
CCOCCCNC(=O)CN1C(=O)c2cccc3cccc1c23 | -2.9 | 4.5 | 0.8 | -19.3 | 2.9 | 18.8 | 1.1 | 3.6
O=C(NC(=S)Nc1cccc2c(O)cccc12)c1cccc(Br)c1 | -3.6 | 26.0 | 11.5 | -13.8 | 6.6 | -0.4 | -0.1 | 1.2
COc1cc2cc(NC(C)=O)cc(NCc3ccccc3)c2cc1OC | -5.0 | 0.7 | · | -3.2 | 13.5 | · | 0.1 | 1.3
CSc1ccccc1C(=O)N1CCC(n2nccc2NC(=O)C(C)(C)C)CC1 | -1.7 | 0.0 | -4.7 | 6.6 | -16.3 | 0.2 | 0.0 | -1.8
COc1ccc(NC(=O)N(C)C[C@@H]2Oc3ccc(NC(=O)Nc4ccc5c(c4)OCO5)cc3C(=O)N([C@@H](C)CO)C[C@H]2C)cc1 | -7.7 | -0.3 | -2.8[16.7 µM] | 9.4 | -9.8 | -6.3 | -0.4 | 1.5
COCCNc1nc(-c2ccccc2CO)c2sc(-c3ccccc3)cc2n1 | 0.1 | -0.3 | 23.3 | · | -0.8 | -19.2 | · | ·
CCCNC(=O)N(C)C[C@@H]1Oc2ncc(-c3cccc(C#N)c3)cc2C(=O)N([C@H](C)CO)C[C@H]1C | 4.1 | -0.9 | · | 12.1 | 1.6 | 2.3 | -0.2 | 0.7
Cc1coc2cc3oc(=O)c(CCC(=O)NCCCN4CCOCC4)c(C)c3cc12 | -0.9 | 1.6 | -1.0 | -10.1 | -5.6 | -2.5 | · | ·
CCC1CCCCN1CCCNC(=O)CSc1nc2nc(C)c(Cc3ccc(C)cc3)c(C)n2n1 (configuration not stated) | -2.7 | -0.3 | 23.4 | -20.7 | -20.9 | · | -0.1 | 1.0
CCn1cc(/C=C(\NC(=O)c2ccccc2F)C(=O)NCCCn2ccnc2)c2ccccc21 | · | · | 75.5 | -11.4 | · | -11.1 | · | 3.4
Cc1noc(C)c1S(=O)(=O)Nc1ccc2c(c1)C(=O)N([C@@H](C)CO)C[C@H](C)[C@@H](CN(C)C)O2 | 0.5 | -1.5 | -3.7[16.7 µM] | -0.4 | -4.0 | 3.2 | 2.8 | -0.2
CC1=NCCN1S(=O)(=O)c1cc(Cl)ccc1Cl | 1.2 | -0.3 | -0.4 | · | -13.4 | 8.4 | · | ·
C[C@@H]1CN([C@H](C)CO)C(=O)c2cc(C3=CCCCC3)cnc2O[C@@H]1CN(C)C(=O)Nc1ccccc1 | 2.8 | -20.1 | -5.6[16.7 µM] | 4.7 | -6.2 | 1.0 | -0.1 | -3.1
CC(=O)N1CCN(c2ccc(Oc3ncnc4sccc34)cc2)CC1 | 1.5 | -0.7 | -20.9 | · | -9.1 | 19.6 | · | ·
CC1CN(Cc2cc(=O)[nH]c(C(C)C)n2)CC(C)O1 (configuration not stated) | -0.6 | 8.1 | -4.9 | · | -2.2 | 4.5 | -0.1 | ·
COc1cc(/C=N/NC(=O)c2ccncc2)ccc1OC(=O)c1ccco1 | 10.0 | -4.0 | 0.2 | -11.0 | 14.3 | 4.6 | · | -1.1
C=CCn1c(C(O)c2ccccc2)nc2ccccc21 (configuration not stated) | 0.5 | 1.3 | 3.2 | -6.2 | 5.3 | 1.4 | · | -0.3
